# From PubChem
# M4 PAM: CHRM4 positive allosteric modulation | activation, % at 3 µM | AID 624126 | 0.4% of 360,000 active | P08173 | CHO-K1 hM4/Gqi5, Fluo-8 calcium fluorescence, ACh EC20; 0% = ACh EC20, 100% = maximal ACh;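 active means activation above its plate's cutoff, the mean activation of sample wells plus 3 SD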; further: some results filed as inactive read as strong as hits
# Target sequence (P08173 whole entry, looked up): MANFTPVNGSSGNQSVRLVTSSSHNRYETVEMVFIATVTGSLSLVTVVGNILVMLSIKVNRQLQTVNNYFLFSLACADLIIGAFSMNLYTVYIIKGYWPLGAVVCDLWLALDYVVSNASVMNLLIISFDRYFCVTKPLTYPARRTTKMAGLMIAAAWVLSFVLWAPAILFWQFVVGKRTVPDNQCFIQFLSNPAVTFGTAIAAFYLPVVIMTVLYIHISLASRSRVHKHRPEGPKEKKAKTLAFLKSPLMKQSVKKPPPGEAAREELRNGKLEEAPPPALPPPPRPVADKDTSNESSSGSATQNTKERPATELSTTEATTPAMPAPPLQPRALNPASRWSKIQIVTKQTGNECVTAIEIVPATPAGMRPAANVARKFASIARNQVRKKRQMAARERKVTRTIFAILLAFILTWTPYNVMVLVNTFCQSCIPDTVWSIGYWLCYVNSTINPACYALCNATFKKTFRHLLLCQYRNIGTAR
# M1 PAM parental: nonselective activator or artifact in parental CHO-K1 calcium assay | activation, % at 3 µM | ATP EC20, Fluo-8 calcium fluorescence; 0% at ATP EC20, 100% at ATP max | 0.02% of 360,000 active;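 active means activation above the run cutoff, the mean activation of all test compounds plus 3 SD, cut at about 40% in these data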;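 further: peak over basal fluorescence ratio in a 140 s read after ATP addition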
# M5 antag: blocks acetylcholine activation of human M5 receptor; CHO-hM5 cells, Fluo-8 calcium fluorescence, ACh EC80; inhibition, % at 3 µM; 0.59% of 360,000 active; AID 624040;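 active means inhibition above a per-plate cutoff, the mean of that plate's test compounds plus 3 SD, cut at about 27% in these data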;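 further: 0% = acetylcholine EC80 with DMSO and 100% = DMSO without agonist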
# Target sequence (P08912 whole entry, looked up): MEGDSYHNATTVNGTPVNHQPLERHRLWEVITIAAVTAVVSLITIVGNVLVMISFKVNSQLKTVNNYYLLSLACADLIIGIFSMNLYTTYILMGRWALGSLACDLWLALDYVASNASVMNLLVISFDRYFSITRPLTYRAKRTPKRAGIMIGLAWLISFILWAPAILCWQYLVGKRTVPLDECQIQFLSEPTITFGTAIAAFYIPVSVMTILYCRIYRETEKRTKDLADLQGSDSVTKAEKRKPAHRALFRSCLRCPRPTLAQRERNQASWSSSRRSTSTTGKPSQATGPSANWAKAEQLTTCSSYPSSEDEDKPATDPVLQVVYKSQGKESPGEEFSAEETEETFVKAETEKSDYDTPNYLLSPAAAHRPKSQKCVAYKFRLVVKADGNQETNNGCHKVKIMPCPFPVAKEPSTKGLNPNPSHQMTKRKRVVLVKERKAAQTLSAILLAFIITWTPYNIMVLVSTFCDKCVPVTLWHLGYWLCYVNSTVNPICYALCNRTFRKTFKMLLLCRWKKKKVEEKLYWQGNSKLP
# CHRM5 agonist: CHRM5 agonism in calcium assay; P08912; CHO-K1 hM5 cells, Fluo-8 calcium fluorescence; 0% DMSO wells, 100% maximal acetylcholine response; activation, % at 3 µM; 0.19% of 360,000 active; AID 624037;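 active means activation above the run's mean over test compounds plus 3 SD, cut at about 23% in these data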;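 further: signal is peak over basal fluorescence ratio across the kinetic read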
# M4 antag: blocks acetylcholine activation of human M4 receptor; P08173; CHO-hM4 cells, ACh EC80, Fluo-8 calcium fluorescence; inhibition, % at 3 µM; 0.73% of 360,000 active; AID 624125;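 active means inhibition above its plate's cutoff, the mean inhibition of sample wells plus 3 SD, cut at about 27% in these data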;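 further: 0% = acetylcholine EC80 with DMSO and 100% = DMSO without agonist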
# M1 ag parental: counter-screen for M1 agonists: effect in parental CHO-K1 cells; activation, % at 3 µM; Fluo-8 calcium fluorescence; scaled to maximal ATP response, vehicle zero; 0.48% of 360,000 active; in the data active means activation above about 15%;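 further: untransfected CHO-K1 host cells lacking M1 receptor as counterscreen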
# CHRM4 agonist: CHRM4 agonism in calcium assay; P08173; CHO-K1 hM4/Gqi5, Fluo-8 calcium fluorescence; vehicle 0%, full acetylcholine response 100%; activation, % at 3 µM; 0.14% of 360,000 active;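 active means activation above the run mean over all test wells plus 3 SD, cut at about 32% in these data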;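 further: peak over basal fluorescence ratio per well then scaled between controls; 0% = DMSO wells and 100% = acetylcholine at EC100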
# CHRM5 PAM: CHRM5 positive allosteric modulation | 0.3% of 360,000 active | AID 624038 | CHO-K1 hM5, Fluo-8 calcium, ACh EC20 PAM; 0% = ACh EC20, 100% = ACh EC100 | activation, % at 3 µM | P08912;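 active means activation above the run cutoff, the mean activation of all test compounds plus 3 SD, cut at about 18% in these data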
#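 Assay system – human M5 receptor in CHO-K1 cells · Read-out – % activation, ACh-normalized · Technique – Fluo-8 calcium fluorescence · Dosing – single-point, 3 µM nominal · Incubation – Fluo-8 loading 80 min at 37 °C plus 30 min room temperature · Repeats – singlicate, one well per test compound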
# CHO-K1 Ca antag: nonselective inhibitor or artifact in parental CHO-K1 cells. ATP-induced calcium, Fluo-8 fluorescence. inhibition, % at 3 µM. 0.6% of 360,000 active;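 active means inhibition above a per-plate cutoff, the plate's mean sample inhibition plus 3 SD, cut at about 24% in these data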;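 further: 0% = DMSO plus EC80 ATP and 100% = DMSO alone without ATP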
# The depositor's hits bear a star. Compounds as they come, and some 2.7% of all compounds hit somewhere here.
SMILES,M4 PAM,M1 PAM parental,M5 antag,CHRM5 agonist,M4 antag,M1 ag parental,CHRM4 agonist,CHRM5 PAM,CHO-K1 Ca antag
Cc1csc(CN(C)C(=O)CC2C(=O)NCCN2CC(C)(C)C)n1 (centres undefined),-5.5,9.0,-2.5,2.5,0.9,0.4,0.5,-0.8,-2.1
CCCOP(=O)(c1ccc(N(C)C)cc1)C(O)c1cc(OC)ccc1OC (centres undefined),11.8,8.2,0.9,-1.6,-19.0,1.0,1.6,-6.0,-12.6
CC1(C)OC(=O)N(CCC(=O)Nc2cccc(F)c2)C1(C)O (centres undefined),-2.0,15.4,3.4,3.1,5.8,1.4,0.3,4.4,-12.7
Cc1cc(C)cc(NC(=O)CCc2nc3sc4c(c3c(=O)[nH]2)CCCC4)c1,2.5,-9.6,2.3,3.9,-4.1,0.1,-0.1,2.5,2.5
COc1ccc(CCN2CC(C(=O)N(C)CC(=O)Nc3cccc(F)c3)CC2=O)cc1OC (centres undefined),1.6,8.8,3.3,-4.0,-2.9,0.8,0.9,-1.4,-11.1
O=S(=O)(c1ccc(F)cc1F)N1CCCN(c2ccc(C(F)(F)F)cn2)CC1,-7.4,6.2,-3.7,-5.8,-2.5,0.8,0.3,-2.8,-10.8
CC(=O)N1Cc2ccccc2CC1C(=O)N1CCN(c2ccccc2)CC1 (centres undefined),2.8,-14.2,5.1,-1.8,2.7,1.2,5.3,0.9,0.7
COc1ccc(C(O)C(CN2CCOCC2)c2ccccc2)cc1F (centres undefined),12.3,5.7,-3.6,-0.2,-7.0,-0.3,0.8,11.7,-14.0
CCN(CC)C(=O)C1=C(C)N(CCCOC)C(=O)C(CC(=O)NC2CC2)C1 (centres undefined),14.1,-7.0,-3.5,-1.0,-23.2,0.0,0.8,2.6,2.3
CCCNC(=O)c1cc2c(c(-c3cccc(-c4ccccc4F)c3)n1)[C@H](CCO)N(C(=O)CC1CC1)C2,5.6,20.1,-3.8,4.4,-15.0,2.2,3.0,-5.3,-25.0
CC(C)(C)CN1CCNC(=O)C1CC(=O)N1CCC(C(=O)N2CCOCC2)CC1 (centres undefined),12.7,24.2,1.7,-1.3,-16.0,1.1,2.4,-4.0,-10.1
COc1ccc(N(CC(=O)NC2CCCC2)S(=O)(=O)c2c(C)[nH]c(=O)[nH]c2=O)cc1,-1.3,4.0,7.7,-0.3,-10.3,0.4,-0.5,-7.8,0.3
COc1cc(OC)cc(-c2nnc(NC(=O)CCS(=O)(=O)c3ccc(C)cc3)o2)c1,5.2,-4.2,4.4,0.4,-12.8,-0.1,0.4,4.1,-9.7
CCCC(=O)Nc1ccc(C(=O)n2nnc3ccccc32)cc1,-3.1,1.7,-6.6,-4.1,0.8,2.1,0.4,-13.1,-9.1
CCOC(=O)C1CCN(S(=O)(=O)c2ccc(-c3ccccn3)s2)CC1,-5.8,-6.2,10.3,1.4,-2.9,4.0,6.8,-8.8,0.0

# Full records from above. Values in the order: M4 PAM, M1 PAM parental, M5 antag, CHRM5 agonist, M4 antag, M1 ag parental, CHRM4 agonist, CHRM5 PAM, CHO-K1 Ca antag
# Entry for O=S(=O)(c1ccc(F)cc1F)N1CCCN(c2ccc(C(F)(F)F)cn2)CC1 → -7.4, 6.2, -3.7, -5.8, -2.5, 0.8, 0.3, -2.8, -10.8
# Entry for Cc1cc(C)cc(NC(=O)CCc2nc3sc4c(c3c(=O)[nH]2)CCCC4)c1 → 2.5, -9.6, 2.3, 3.9, -4.1, 0.1, -0.1, 2.5, 2.5
# Entry for CC(=O)N1Cc2ccccc2CC1C(=O)N1CCN(c2ccccc2)CC1 (centres undefined) → 2.8, -14.2, 5.1, -1.8, 2.7, 1.2, 5.3, 0.9, 0.7

# 2 of the compounds above, with bars between the fields.
compound | M4 PAM | M1 PAM parental | M5 antag | CHRM5 agonist | M4 antag | M1 ag parental | CHRM4 agonist | CHRM5 PAM | CHO-K1 Ca antag
CC(=O)N1Cc2ccccc2CC1C(=O)N1CCN(c2ccccc2)CC1 (centres undefined) | 2.8 | -14.2 | 5.1 | -1.8 | 2.7 | 1.2 | 5.3 | 0.9 | 0.7
COc1ccc(C(O)C(CN2CCOCC2)c2ccccc2)cc1F (centres undefined) | 12.3 | 5.7 | -3.6 | -0.2 | -7.0 | -0.3 | 0.8 | 11.7 | -14.0

# The list continues.
SMILES,M4 PAM,M1 PAM parental,M5 antag,CHRM5 agonist,M4 antag,M1 ag parental,CHRM4 agonist,CHRM5 PAM,CHO-K1 Ca antag
CCOc1cccc(CN(C)CC2CCCN(CCc3ccc(Cl)cc3)C2)c1O (centres undefined),-11.2,15.0,-9.6,-21.7,14.2,1.3,2.1,-13.0,-8.0
Cc1csc(SCC(=O)NC(=O)NC2CCCC2)n1,-3.0,-16.2,15.6,-3.7,6.0,-0.5,0.1,-2.8,9.0
CN(C)c1ccc(/C=C2/SC(=O)N(CCN=C3NS(=O)(=O)c4ccccc43)C2=O)cc1,2.2,20.8,0.7,3.6,-7.0,3.3,3.6,-0.7,-8.6
CC(Oc1ccc2c3c(c(=O)oc2c1)CCCC3)C(=O)NCc1cccnc1 (centres undefined),5.2,12.0,-22.2,3.7,-8.9,3.3,1.9,16.6,-17.9
COc1ccc(Br)cc1/C=N/NS(=O)(=O)c1ccccc1,-2.7,-5.8,7.8,0.9,-2.2,0.3,0.7,-5.6,6.7
CCn1c(SC(C)C(=O)NCC2CCCO2)nc2ccccc21 (centres undefined),18.1,-8.5,3.5,-0.5,-0.8,0.6,3.3,1.4,-0.9
COc1ccc(NC(=O)c2cccs2)c([N+](=O)[O-])c1,9.1,0.1,-3.6,0.5,-3.1,-0.1,1.9,8.6,-5.4
CCc1ccccc1NC(=O)CN1C(=O)C2CCCN2c2ncc(Cl)cc21 (centres undefined),-9.4,-2.2,2.9,-1.4,24.8,-0.1,-0.2,-5.3,4.6
CCOC(=O)N1CCN(C(=O)CSc2ccccc2)CC1,6.7,16.5,5.8,-0.9,-1.9,0.4,-0.9,-0.4,-0.7
O=C(c1cn(-c2ccccc2)nc1-c1ccccc1)N1CCOCC1,0.5,10.7,-8.0,-1.0,1.8,1.4,2.3,-0.7,-8.1
CC1N(C)c2cccc3cccc(c23)N1C,4.7,20.9,6.7,-2.0,-5.7,1.8,0.5,-6.7,-21.3
O=C(NNS(=O)(=O)c1ccccc1F)c1cc(-c2ccccc2)n[nH]1,4.2,-8.1,8.2,1.9,1.3,0.3,0.7,9.7,-8.1
COc1cc(C(=O)NNC(=S)NC(=O)/C=C/c2ccccc2)cc(OC)c1OC,-10.4,15.4,8.0,12.5,-1.8,11.3,13.6,-1.4,-7.6
Cc1ccc(NC(=O)CCn2cccc2)cc1F,-2.1,5.8,1.2,-8.8,3.6,-0.1,0.2,-1.9,2.9
Cc1noc(C)c1C(=O)Nc1sccc1C(N)=O,8.2,-18.0,-7.5,-1.4,-29.4,2.4,6.4,-0.7,-5.4
COc1ccccc1CN1CCNC(=O)C1CC(=O)N(C)Cc1ccon1 (centres undefined),1.5,14.1,8.2,5.8,-9.7,0.5,0.8,-7.5,-20.0
CC(C)(C)NS(=O)(=O)c1cc(C(=O)Nc2sccc2C#N)ccc1Cl,-5.9,2.7,-5.5,8.7,3.9,23.4*,9.0,-10.6,2.5
Cc1cc(C(=O)NC(Cc2ccccc2)C(=O)O)c(C)o1 (centres undefined),0.1,11.8,-10.2,4.9,5.1,0.4,0.9,4.5,-1.2
Cc1sc(NC(=O)c2ccco2)c(CN2CCCCC2)c1C,13.0,3.0,5.6,-2.9,-7.1,-0.1,-0.3,-5.0,5.3
Nc1nc(-c2ccco2)nn1C(=O)CCc1ccccc1,0.3,5.0,4.8,-4.9,3.2,0.2,1.3,2.0,-1.4
Cc1ccc(C(=O)NCCSc2c(C)[nH]c3ccccc23)cc1[N+](=O)[O-],-12.7,-3.0,13.3,2.8,-24.5,5.0,18.3,-22.4,5.4
CC1(C(=O)N2CCN(Cc3ccccc3Cl)CC2)CC1(Cl)Cl (centres undefined),-9.6,1.4,1.7,4.0,23.5,0.7,2.9,-1.5,-6.3
O=C(CSc1nc2nc(-c3cccs3)cc(C(F)(F)F)c2c(=O)[nH]1)Nc1c(F)c(F)c(F)c(F)c1F,-4.5,-12.7,2.1,1.6,-4.2,0.2,0.1,3.4,1.0
CCOc1cc(C(=O)N(C)Cc2cc3cc(OC)ccc3[nH]c2=O)cc(OCC)c1OCC,29.7*,-2.0,-4.5,-0.5,-1.9,-0.2,1.4,2.8,1.6
Cc1cccc(NC(=O)COC(=O)CCc2c[nH]c3ccccc23)c1,1.5,9.3,-2.5,1.4,9.4,5.1,3.7,-0.8,-16.5
COc1ccccc1NC(=O)c1ccc(N)cc1,4.8,15.8,-5.0,-1.1,-2.1,0.1,2.5,7.0,-24.4
Oc1ccc(Br)cc1-c1cc(-c2ccco2)[nH]n1,0.0,-9.7,0.5,-1.5,12.5,-0.1,1.3,2.0,10.6
CC(=O)c1ccc(NC(=O)c2noc3c2CCC3)cc1,-1.8,22.9,11.8,-3.0,2.2,1.9,0.8,0.0,-10.5
CCN(CC)C(=O)C1=C(C)N(CCC2=CCCCC2)C(=O)C(CC(=O)NC(c2ccccc2)c2ccccc2)C1 (centres undefined),-0.8,-1.7,3.9,-0.5,-8.4,-0.5,0.5,-3.0,0.4
COC(=O)c1ccc(CSc2nc3ccccc3c(=O)n2N)cc1,-2.3,19.6,6.1,-4.3,-8.7,0.3,0.2,-6.6,-5.9
COC(CNC(=O)c1ccc(Cn2c(=S)[nH]c3cc4c(cc3c2=O)OCO4)cc1)OC,-2.1,-6.7,2.3,-0.8,6.9,0.4,0.2,-1.8,4.6
COc1cccc(OCCOCCN(C)CCO)c1,-5.0,7.9,2.4,-1.3,-1.2,0.2,0.7,-3.0,-3.8
Cc1cccnc1NC(=O)c1ccc2nc(N)sc2c1,0.0,2.7,1.4,-2.3,6.9,-0.4,2.2,-3.3,-4.8
Cc1cccc(NC(=O)NNC(=O)c2cc3ccccc3cc2O)c1C,3.0,1.2,-13.7,4.4,-2.3,2.9,3.9,-2.4,13.8
COc1ccc(N2CCN(C(=O)COC(=O)CCOc3cc(C)ccc3C)CC2)cc1,9.7,1.8,2.2,-2.3,-7.3,1.7,2.0,4.5,0.2
CCOC(=O)c1ccc(-c2c(-c3ccc4c(c3)OCO4)noc2-c2ccsc2)cc1F,0.2,11.4,5.5,2.1,1.0,0.1,0.4,2.5,-7.7
Cc1cc(C)c2nc(N3CCCC3)c(C#N)cc2c1,0.7,16.5,-4.3,-6.0,5.1,-0.4,-1.1,9.7,-9.8
CCC(c1c(C)n(C)n(-c2ccccc2)c1=O)c1c(C)n(C)n(-c2ccccc2)c1=O,5.8,14.7,2.3,-2.5,-1.3,0.4,0.7,3.3,-0.5
NNC(=O)c1cc2c(ccc3ccccc32)o1,2.6,19.6,0.8,-1.5,2.4,7.8,0.5,12.0,-8.6
CCCS(=O)(=O)c1c(S(=O)(=O)CCC)c2c3ccccc3ccn2c1C(N)=O,0.9,20.1,-0.3,-0.3,1.2,0.6,0.7,-3.9,-9.5
O=C(NC1CCCCC1)C(c1ccc(O)cc1)N(C(=O)c1cnccn1)c1cccc(F)c1 (centres undefined),2.1,6.1,0.5,-2.5,4.9,1.7,4.4,-0.2,-6.9
CN(CC(=O)OCC(=O)Nc1ccccc1)S(=O)(=O)c1ccc(Cl)cc1,2.1,8.7,-8.9,-5.5,-0.6,1.5,3.0,-14.3,2.2
COc1ccc(OC)c(NCc2nnc(-c3ccccc3)o2)c1,-0.6,3.5,4.4,-0.8,5.4,0.6,-0.2,0.0,-1.5
